High-throughput results from PubChem.
TNAP activators: human TNAP enzyme activators, primary screen, biochemical, luminescent, no phosphate acceptor, uHTS (AID 1001). 0.03% of 200,000 active. Alkaline phosphatase, tissue-nonspecific isozyme (Homo sapiens). one-dose activation fold at 20 µM; EC50 in µM for titrated hits. purified TNAP, luminescent activation assay, no phosphate acceptor; higher activation fold means a stronger effect; in the data active means activation fold from about 3, or a potency from the dose series; inactive means the rest, 99 in 100 with activation fold below about 1.6; further: many of its hits are not listed in these tables
NOD2 inhibition: NOD2 signaling inhibitors, cell-based, luminescence, uHTS, HEK293 (AID 1566); inhibition, % at 4 µM, or EC50 in µM where a hit was titrated; HEK293 NOD2/NF-kB luciferase reporter, luminescence; higher % means a stronger effect; 0.63% of 290,000 active; further: many of its hits are not listed in these tables
KOR beta-arrestin-1: KOR agonists, beta-arrestin recruitment, primary screen, cell-based, luminescence, uHTS (AID 1777). Kappa-type opioid receptor (Homo sapiens). KOR beta-arrestin recruitment, luminescence; higher % means a stronger effect. one-dose activation, % at 10 µM; EC50 in µM for titrated hits. 0.02% of 280,000 active; in the data active means activation above about 50%, passing the limit was not always enough; further: a part of the inactive calls stands beside numbers as strong as those of hits
LYP inhibition: inhibitors of LYP phosphatase, biochemical, fluorescence intensity, uHTS (AID 1779) | recombinant LYP phosphatase, fluorescence intensity; higher % means a stronger effect | inhibition, % at 11.5 µM, or IC50 in µM where a hit was titrated | 0.054% of 290,000 active | Tyrosine-protein phosphatase non-receptor type 22 (Homo sapiens);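 further: plate controls were vehicle with enzyme for no effect and no enzyme for full effect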
PMI inhibition: human PMI inhibitors, high substrate, primary screen, biochemical, fluorescence intensity, high mannose 6-phosphate (AID 1220); Mannose-6-phosphate isomerase (Homo sapiens); inhibition, % at 20 µM, or IC50 in µM where a hit was titrated; recombinant PMI enzyme, coupled fluorescence intensity; higher % means a stronger effect; 0.66% of 190,000 active
NOD1 inhibition: NOD1 signaling inhibitors, primary screen, cell-based, luminescence, uHTS (AID 1578); NOD1-driven NF-kB luciferase reporter cells, luminescence; higher % means a stronger effect; one-dose inhibition, % at 4 µM; EC50 in µM for titrated hits; 1% of 290,000 active; in the data active means inhibition mostly above about 36%, no sharp cut-off; inactive means mostly below about 34%;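 further: HEK-293T reporter cells stimulated with the NOD1 agonist gamma-tri-DAP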
XIAP displacement: XIAP antagonists, biochemical, IAP family, fluorescence polarization (AID 1018); E3 ubiquitin-protein ligase XIAP (Homo sapiens); XIAP BIR domain, fluorescence polarization peptide displacement; higher % means a stronger effect; displacement, % at 20 µM; hits with a dose series show IC50 in µM; 0.007% of 200,000 active; in the data active means displacement above about 50%; further: a part of the inactive calls stands beside numbers as strong as those of hits
KOR beta-arrestin-2: KOR antagonists, beta-arrestin recruitment, cell-based, luminescence, uHTS (AID 1778) | KOR beta-arrestin recruitment, luminescence, antagonist mode; higher % means a stronger effect | inhibition, % at 10 µM; hits with a dose series show IC50 in µM | 0.091% of 290,000 active; further: strong numbers were not always called active
PMI inhibitors: inhibitors of human PMI, primary screen, biochemical, fluorescence intensity, coupled assay (AID 1209); 0.42% of 190,000 active; Mannose-6-phosphate isomerase (Homo sapiens); purified PMI enzyme, coupled fluorescence intensity; higher % means a stronger effect; inhibition, % at 20 µM, or IC50 in µM where a hit was titrated;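 further: plate controls were DMSO vehicle for no effect and wells lacking substrate for full effect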
* hit, by the source's call; . = not tested or not shown; [ ] = remark or other dose. Unless noted, no stated cut-off is given here; in the data, active means inhibition above about 50%; inactive means the rest. Not all compounds are listed; the hit share may differ from the screen's.

SMILES | TNAP activators | NOD2 inhibition | KOR beta-arrestin-1 | LYP inhibition | PMI inhibition | NOD1 inhibition | XIAP displacement | KOR beta-arrestin-2 | PMI inhibitors
Cn1c(/C(C#N)=C/C2CC=CCC2)nc2ccccc21 (stereo not given) | 1.1 | -18% | -3.2% | -6% | 1% | 18% | -3.1% | -2% | 5%
Cc1cc(C(=O)Nc2ccc3ccccc3c2)oc1C | . | -182% | 0.5% | -8% | . | -100% | . | -28% | .
Cc1cccc(C(=O)OCC(=O)N2CC(C)OC(C)C2)c1C (stereo not given) | . | 8% | -2.2% | -7% | . | -8% | . | 2% | .
Cc1cc(C)c(NC(=O)CO/N=C2\CCCc3nonc32)c(C)c1 | 1.1 | 2% | -8.0% | -8% | 4% | -23% | -7.8% | -8% | 29%
Cc1ccc(NC(=O)CN2C(=O)N/C(=C/c3ccco3)C2=O)cc1 | 1 | 1% | 4.2% | -3% | 2% | -4% | -1.9% | -27% | 3%
Cc1cc(C(=O)NC(=S)Nc2cccc(C(=O)O)c2C)ccc1[N+](=O)[O-] | 1.1 | 4% | -5.8% | -5% | 0% | -12% | -5.8% | 11% | -1%
CCc1ccc(Nc2ncc3c(n2)CC(c2ccco2)CC3=O)cc1 (stereo not given) | 1 | -4% | 8.9% | 12% | -16% | 24% | -12% | -90% | -4%
CC1CCc2c(sc(N)c2C(=O)OC(C)C)C1 (stereo not given) | 1 | 10% | 6.3% | 8% | 16% | 0% | -7.1% | -43% | 26%
COc1ccccc1OCC(=O)NCCS(=O)(=O)N1CCN(c2ccc(F)cc2)CC1 | . | 10% | -7.3% | -10% | . | -30% | . | 3% | .
Cc1cc(-c2ccccc2)c(C#N)c(SCC(N)=O)n1 | 1.1 | 18% | -2.1% | -11% | 11% | 24% | -3.5% | -51% | 5%

Some of these compounds in order of the NOD1 inhibition value, largest number first.
smiles	TNAP activators	NOD2 inhibition	KOR beta-arrestin-1	LYP inhibition	PMI inhibition	NOD1 inhibition	XIAP displacement	KOR beta-arrestin-2	PMI inhibitors
CCc1ccc(Nc2ncc3c(n2)CC(c2ccco2)CC3=O)cc1 (stereo not given)	1	-4%	8.9%	12%	-16%	24%	-12%	-90%	-4%
Cc1cccc(C(=O)OCC(=O)N2CC(C)OC(C)C2)c1C (stereo not given)	.	8%	-2.2%	-7%	.	-8%	.	2%	.
Cc1cc(C(=O)NC(=S)Nc2cccc(C(=O)O)c2C)ccc1[N+](=O)[O-]	1.1	4%	-5.8%	-5%	0%	-12%	-5.8%	11%	-1%
Cc1cc(C)c(NC(=O)CO/N=C2\CCCc3nonc32)c(C)c1	1.1	2%	-8.0%	-8%	4%	-23%	-7.8%	-8%	29%
COc1ccccc1OCC(=O)NCCS(=O)(=O)N1CCN(c2ccc(F)cc2)CC1	.	10%	-7.3%	-10%	.	-30%	.	3%	.
Cc1cc(C(=O)Nc2ccc3ccccc3c2)oc1C	.	-182%	0.5%	-8%	.	-100%	.	-28%	.

The results go on.
SMILES | TNAP activators | NOD2 inhibition | KOR beta-arrestin-1 | LYP inhibition | PMI inhibition | NOD1 inhibition | XIAP displacement | KOR beta-arrestin-2 | PMI inhibitors
CC(=O)Nc1ccc(NC(=O)CSc2ncnn2-c2ccccc2)cc1 | 1.1 | 11% | -0.5% | -10% | 21% | 4% | -1.9% | -9% | 7%
O=S(=O)(Nc1ccc2c(c1)OCCO2)c1cccc2cccnc12 | 1.1 | 6% | 6.0% | -1% | -3% | . | 0.7% | -25% | -2%
COc1ccc(NC(=O)CSCc2cc(=O)n3cc(C)sc3n2)cc1 | . | -2% | 4.3% | -4% | . | -7% | . | -40% | .
Cc1nnc(SCC(=O)N2c3ccccc3C(C)(c3ccc(Cl)cc3)CC2(C)C)s1 (stereo not given) | 1.1 | -20% | -3.4% | 1% | 18% | 45% | -5.5% | 20% | 26%
CCOC(=O)c1sc2cccc(Cl)c2c1N | 1.1 | 11% | -2.7% | -9% | 0% | -21% | -4.5% | 19% | 2%
O=C(Cc1ccccc1)Nc1ccc(NC(=O)c2cccs2)c(Cl)c1 | 1.1 | -10% | 3.1% | 3% | 1% | -37% | -5.1% | . | -1%
Cc1nc2ccccc2c2oc(C(=O)N3CCCC(C)C3)cc12 (stereo not given) | . | -1% | 2.1% | -6% | . | 12% | . | -34% | .
O=C(c1cc(S(=O)(=O)N2CCCCC2)ccc1Cl)N1CCOCC1 | . | 7% | 1.7% | -8% | . | -10% | . | -14% | .
Cc1cc(-c2nnc(-c3cccc(C(F)(F)F)c3)o2)no1 | . | 17% | 0.0% | -9% | . | 1% | . | -2% | .
COc1cc(Cl)c(S(=O)(=O)NCCCn2ccnc2)cc1Cl | . | 13% | -8.6% | -7% | . | -18% | . | -15%[20 µM] | .
C/C(=N\NC(=O)c1cccnc1)c1cccc([N+](=O)[O-])c1 | 1.1 | 3% | -5.8% | -9% | 0% | -4% | 1.1% | -5% | 4%
CCOc1ccc(N2CC(O)Cn3c2nc2c3c(=O)n(CCCc3ccccc3)c(=O)n2C)cc1 (stereo not given) | 1 | 17% | 0.5% | 4% | 1% | -25% | -0.2% | -18% | 6%
O=C(Nc1cccc(Cl)c1)c1cc([N+](=O)[O-])ccc1N1CCN(CCO)CC1 | 1.1 | -8% | -5.9% | -6% | 3% | -28% | -4.5% | -1%[20 µM] | 7%
C=CCNC(=O)CSc1nnc(-c2ccccc2Br)n1-c1cccc(C(F)(F)F)c1 | 1.1 | 8% | -2.8% | -10% | 4% | 9% | -4.1% | 16% | 15%
CCN1CCN(c2nc(N)c([N+](=O)[O-])c(Nc3ccc(C)cc3)n2)CC1 | 1.1 | 6% | 1.3% | 0% | 1% | -37% | -6.1% | -21% | 2%
COCC(=O)Nc1sc2c(c1C(=O)OC)CCCC2 | 1 | 15% | -0.3% | 0% | 20% | -7% | -3.5% | -3% | 10%
COc1ccc(OC)c(-c2csc(NC(=O)CSc3ccccc3)n2)c1 | 1.1 | -6% | -1.3% | 4% | 17% | -1% | -3.7% | . | 15%
CC(=O)Nc1nnc(C2=COCCO2)o1 | 1.2 | 3% | 0.5% | -2% | -2% | 7% | -1.9% | 5% | -1%
Cc1ccccc1CC1(CO)CCCN(Cc2cn[nH]c2-c2ccccc2)C1 (stereo not given) | 0.9 | -26% | -2.9% | -6% | 6% | 46% | 1.2% | 4% | 6%
COC(=O)c1ccc(Oc2ccc(C(F)(F)F)cn2)cc1 | 1.1 | 2% | -0.1% | -5% | -4% | -21% | -1.1% | -16% | -3%
c1ccc(-c2cc3c(nn2)CCc2nonc2-3)cc1 | 1.1 | 13% | -4.5% | -4% | 5% | -19% | -3.1% | -38% | 9%
O/N=C1\CC/C(=N\O)c2nn(-c3ccccc3Cl)nc21 | 1 | -10% | -1.4% | -7% | -10% | -22% | -2.5% | -19% | -16%
O=[N+]([O-])c1ccc(Cc2cncc(O)c2)cc1 | . | 13% | 3.6% | -4% | . | -14% | . | 1% | .
C#CCNC(=O)C1CCN(c2cc(C)nc(-c3ccccc3)n2)CC1 | 1.1 | 2% | -1.6% | -6% | 0% | -22% | -7.9% | -60%[20 µM] | 4%
O=C1N=C2SCCN2/C1=C\c1ccccc1Cl | 1.1 | 14% | 3.2% | 0% | 0% | . | -1.3% | -25% | 5%
COc1ccc(CN(CC(=O)NCC2CCCO2)C(=O)CNS(=O)(=O)c2ccc(C)cc2)cc1 (stereo not given) | 1 | 5% | -2.1% | -7% | 6% | -27% | -7.3% | 9% | 6%
CCOc1ccccc1N(CC(=O)OC)S(C)(=O)=O | 1.1 | 10% | -3.8% | -8% | 4% | -4% | -7.7% | -15% | 6%
Cc1c(Cl)cccc1NC(=O)CN(C1CCCCC1)S(C)(=O)=O | . | -1% | -3.1% | -9% | . | -41% | . | 5% | .
CCOC(=O)CN1C(=O)C(=O)N(Cc2ccccc2F)C1=O | . | -3% | -3.0% | -11% | . | 8% | . | 20% | .
Cc1[nH]c2c(C)cccc2c1CC(=O)O | 1.1 | 2% | -1.5% | -4% | 17% | 15% | -8.3% | -14% | -8%
Cc1cc(NS(=O)(=O)c2ccc(NC(=O)c3ccco3)cc2)nc(C)n1 | 1.2 | 9% | -3.1% | -9% | 0% | 6% | -3.1% | 16% | -2%
COc1ccc(NC(=O)CCNC(=O)C2CCN(S(=O)(=O)c3ccc(F)cc3)CC2)cc1OC | . | -6% | -0.8% | -10% | . | -34% | . | -17% | .
CCc1ccc(C(=O)NC2CCCCC2)s1 | 1.1 | -54% | 7.9% | -3% | -9% | -57% | 3.3% | -14% | -3%
O=C(N/N=C1\CCCc2ccccc21)c1ccc([N+](=O)[O-])cc1 | 1.1 | -51% | -1.3% | 0% | -8% | -40% | -5.9% | 24% | -8%
O=C(CC1SC2=NCCN2C1=O)Nc1ccccc1 (stereo not given) | 1.2 | -8% | 4.9% | -8% | -12% | 7% | -8.8% | -12% | -12%
CCCc1cc(=O)oc2c(C)c(OCc3nn[nH]n3)ccc12 | . | 10% | 3.7% | -3% | . | -10% | . | -18% | .
Cc1ccc(Cn2nnc3c(=O)[nH]c(C4CCCN(C(=O)c5ccco5)C4)nc32)cc1 (stereo not given) | . | 15% | 3.4% | -5% | . | 4% | . | -36% | .
O=C(CCC(=O)N1CCOc2ccccc21)NC1CCCCCC1 | . | -4% | -3.3% | -10% | . | -32% | . | -13%[20 µM] | .
O=C1c2cccc3cccc(c23)C(=O)N1Cc1ccco1 | 1.1 | 7% | -7.0% | -2% | -4% | -16% | -7.2% | -18%[20 µM] | -1%
CS(=O)(=O)N1CCCC(C(=O)NCc2ccco2)C1 (stereo not given) | 1.1 | -3% | 0.4% | -7% | -7% | -7% | -0.7% | -7% | -1%
C(=C\c1ccccc1)/CSc1nnc(-c2ccccc2)n1Cc1ccco1 | 1.1 | -34% | 3.8% | -6% | 3% | -24% | -20% | -101% | 11%
Cc1ccccc1S(=O)(=O)Cc1ccc(C(=O)N2CC(C)CC(C)C2)o1 (stereo not given) | 1 | 1% | 4.6% | -13% | -15% | 13% | -5.5% | -33% | -13%
CC1CCCCN1C(=O)CSc1nnc2c(n1)[nH]c1ccccc12 (stereo not given) | . | 10% | 0.3% | -7% | . | -9% | . | 23% | .
COc1cccc(-n2nnnc2SCC(=O)c2ccc(NC(C)=O)cc2)c1 | 1.1 | 9% | 6.7% | -4% | 8% | -22% | 1.0% | 5% | 8%
CC(C)CNC(=O)c1cccc(NC(=O)c2ccc(NC(=O)c3ccco3)cc2)c1 | 1.1 | 0% | 5.0% | -1% | -3% | -23% | -4.0% | 8% | 4%
COc1ccc(Br)cc1S(=O)(=O)N(CC(=O)N1CCOCC1)c1ccccc1 | 1 | 15% | -1.1% | -7% | 5% | -2% | -0.5% | 28% | 9%
Cc1c(CC(=O)O)c(=O)oc2c(C)c(OCc3nn[nH]n3)ccc12 | . | -3% | . | -6% | . | -15% | . | -2% | .
CCN(CC)CC(=O)N1c2ccccc2Sc2ccc(Cl)cc21 | 1.1 | 1% | -5.2% | -5% | -19% | -37% | -2.4% | -13% | -18%
CC(=O)Nc1ccc(NC(=O)c2c(C)nn(Cc3ccccc3)c2Cl)cc1 | . | 12% | 4.9% | -7% | . | -34% | . | -12% | .
C/C(=C\c1ccccc1)C(=O)NCCN1CCOCC1 | 1 | 14% | -1.6% | -5% | 9% | -56% | 0.3% | -13% | 10%
